# Screens as filed in PubChem.
# Bfl-1 inhibitors – displacement of Bid BH3 peptide from Bfl-1 – biochemical, fluorescence polarization, FITC-Bid, mouse, primary screen (AID 432). FITC-Bid BH3 peptide fluorescence polarization displacement; higher % means a stronger effect. displacement, % at 20 µM; hits with a dose series show IC50 in µM. actives 0.02% (n = 64,000); in the data active = a potency from the dose series; inactive = the rest, 99 in 100 with displacement below about 15%; note: strong numbers were not always called active
# Spn MK inh – inhibitors of Streptococcus pneumoniae mevalonate kinase; purified MK, PK/LDH-coupled NADH absorbance 340 nm; inhibition, % at 10 µM; actives 0.48% (n = 65,000); AID 555;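 active = ranked among the strongest by inhibition in the single 10 µM screen, a fixed top-ranked set picked for dose follow-up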; note: no value below 0 was filed
# HPDE-C7 cytotoxicity – HPDE-C7 pancreatic duct cell viability loss – fluorescence, HTS (AID 430). HPDE-C7 pancreatic duct cells viability, fluorescence; higher % means a stronger effect. cytotoxicity, % at 10 µM; hits with a dose series show EC50 in µM. actives 1.8% (n = 63,000);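 note: cells exposed to compound for 48 hours before viability readout; 0% = vehicle and 100% = reference cytotoxic drug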
# HT1080 cytotoxicity – HT1080 cell viability loss – fluorescence readout (AID 620) | HT1080 viability, fluorescence; higher % means a stronger effect | cytotoxicity, % at 10 µM, or EC50 in µM where a hit was titrated | actives 0.42% (n = 87,000);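 note: cells exposed to compound overnight then 4 h with Alamar Blue; 0% = vehicle DMSO and 100% = killing control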
# Alkaline phosphatase – human TNAP enzyme inhibitors, biochemical, luminescent (AID 518). actives 0.09% (n = 64,000). one-dose inhibition, % at 20 µM; IC50 in µM for titrated hits. purified TNAP enzyme, luminescent substrate readout; higher % means a stronger effect; in the data active = a potency from the dose series; inactive = the rest, 99 in 100 with inhibition below about 22%;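 note: plate controls were vehicle for no effect and reference inhibitor for full effect; many of its hits are not listed in these tables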
# DPM-DC inhibit – blocks S. pneumoniae diphosphomevalonate decarboxylase; AID 556; calls only at 10 µM; actives 0.49% (n = 65,000); purified DPM-DC, PK/LDH coupled NADH fluorescence;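 active = the 320 compounds with the highest percent inhibition in the single-dose primary screen, excluding strongly autofluorescent ones, cut at about 32% in these data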;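 note: kinetic rate of NADH fluorescence loss reporting ADP formed by the decarboxylase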
# Spn PMK inh – blocks S. pneumoniae phosphomevalonate kinase. actives 0.49% (n = 65,000). inhibition, % at 10 µM. purified PMK, PK/LDH-coupled NADH absorbance 340 nm. AID 539;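 active = top-ranked compounds by inhibition in the single 10 µM screen, taking a fixed number of the strongest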;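 note: 0% = full reaction with DMSO carrier and 100% = background rate without enzyme reaction; no value below 0 was filed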
# KRASV12 cytotoxicity – cytotoxicity in KRAS-transformed pancreatic duct cells, primary screen, cell-based, fluorescence, HTS (AID 431); HPDE-C7K KRASV12 cells, Alamar Blue viability, 48 h; higher % means a stronger effect; one-dose cytotoxicity, % at 10 µM; EC50 in µM for titrated hits; actives 1.7% (n = 63,000);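 active = compounds whose percent cytotoxicity in the single-dose primary screen, scaled between solvent and toxic-drug controls, exceeds 50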;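 note: 0% = DMSO solvent wells and 100% = doxorubicin-treated wells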
# LYP phosphatase – inhibition of human PTPN22 tyrosine phosphatase – biochemical, DiFMUP fluorescence, recombinant catalytic domain, 10 µM, primary screen (AID 606); recombinant LYP catalytic domain, DiFMUP fluorescence; higher % means a stronger effect; inhibition, % at 10 µM; hits with a dose series show IC50 in µM; 52,000 tested, under 10 active;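 active = IC50 under 40 µM in the dose-response test; inactive = IC50 of 40 µM or more, or never dose-tested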
# Spn PMK inh pilot replicates – further read-out of Spn PMK inh, marked with its call; inhibition, %; measured here: pilot screen replicates
# Spn MK inh pilot replicates – further read-out of Spn MK inh, marked with its call; inhibition, %; measured here: pilot screen replicates
# DPM-DC inhibit pilot screen % – second read-out of DPM-DC inhibit, no call of its own (marks repeat the call); inhibition, %; measured here: pilot screen trials
# * = called active by the depositor; i = inactive; . = no result given. Cut-off read from the data, not from the text of the source, unless noted: active = cytotoxicity above about 50%; inactive = the rest. Compounds were not picked by outcome; about 3.6% have a hit in one of these screens.
SMILES,Bfl-1 inhibitors,Spn MK inh,HPDE-C7 cytotoxicity,HT1080 cytotoxicity,Alkaline phosphatase,DPM-DC inhibit,Spn PMK inh,KRASV12 cytotoxicity,LYP phosphatase,others
Cc1cnc(-c2nnc(N(C)C(=O)c3cnccn3)s2)cn1,-3%,4,3%,-8%,1%,i,12,4%,6%,
OC(COc1ccc(Cl)cc1)CN1C2=NCCCN2c2ccccc21 (stereo unspecified),2%,8,22%,-20%,6%,i,12,6%,-21%,
CCc1ccccc1NC(=O)CSc1nnc([C@@H](N)Cc2ccccc2)o1,-2%,17,-14%,4%,6%,i,0,-3%,.,
O=C(NC1CCCC1)C1CC1c1ccccc1 (stereo unspecified),1%,24,7%,-4%,19%,i,16,18%,.,Spn PMK inh pilot replicates=0.0;Spn MK inh pilot replicates=0.0;DPM-DC inhibit pilot screen %=0.0
O=C(NCC1CCCO1)c1cc(-c2ccccc2)on1 (stereo unspecified),-1%,6,16%,.,4%,i,9,18%,8%,
COc1ccc(OC)c(C2C(C#N)=C(N)Oc3c2c(C)nn3-c2cccc(Cl)c2)c1 (stereo unspecified),3%,12,49%,-5%,17%,i,4,45%,14%,
O=C1OCCC1S(=O)(=O)c1ccc2ccccc2c1 (stereo unspecified),-3%,0,-24%,2%,8%,i,0,-24%,.,
COc1cc(-c2nc(Cc3ccccc3Cl)no2)cc(OC)c1OC,-7%,2,1%,-6%,10%,i,16,-1%,.,
COCCSc1ccccc1C(=O)Nc1nnc(COC)s1,0%,0,4%,9%,11%,i,5,4%,2%,
COC(=O)Cn1cnc2c(C#N)c3n(c2c1=O)CCCCC3,1%,7,-18%,-4%,15%,i,8,-14%,6%,
Cc1c(OCC(F)(F)F)ccnc1CS(=O)c1nc2ccccc2[nH]1 (stereo unspecified),5%,3,-3%,-5%,10%,i,0,12%,17%,Spn PMK inh pilot replicates=0.0;Spn MK inh pilot replicates=1.0;DPM-DC inhibit pilot screen %=2.5
CC(=O)c1c(C)[nH]c(C(=O)Nc2cc(C)ccc2C)c1C,0%,11,-1%,-2%,1%,i,6,4%,8%,

# Ordered by molar mass (smallest number first): 4 of the compounds above
SMILES,Bfl-1 inhibitors,Spn MK inh,HPDE-C7 cytotoxicity,HT1080 cytotoxicity,Alkaline phosphatase,DPM-DC inhibit,Spn PMK inh,KRASV12 cytotoxicity,LYP phosphatase,others
O=C(NC1CCCC1)C1CC1c1ccccc1 (stereo unspecified),1%,24,7%,-4%,19%,i,16,18%,.,Spn PMK inh pilot replicates=0.0;Spn MK inh pilot replicates=0.0;DPM-DC inhibit pilot screen %=0.0
CC(=O)c1c(C)[nH]c(C(=O)Nc2cc(C)ccc2C)c1C,0%,11,-1%,-2%,1%,i,6,4%,8%,
COCCSc1ccccc1C(=O)Nc1nnc(COC)s1,0%,0,4%,9%,11%,i,5,4%,2%,
COc1ccc(OC)c(C2C(C#N)=C(N)Oc3c2c(C)nn3-c2cccc(Cl)c2)c1 (stereo unspecified),3%,12,49%,-5%,17%,i,4,45%,14%,

# The main list resumes; the 4 compounds before the break are reprinted first.
SMILES,Bfl-1 inhibitors,Spn MK inh,HPDE-C7 cytotoxicity,HT1080 cytotoxicity,Alkaline phosphatase,DPM-DC inhibit,Spn PMK inh,KRASV12 cytotoxicity,LYP phosphatase,others
COCCSc1ccccc1C(=O)Nc1nnc(COC)s1,0%,0,4%,9%,11%,i,5,4%,2%,
COC(=O)Cn1cnc2c(C#N)c3n(c2c1=O)CCCCC3,1%,7,-18%,-4%,15%,i,8,-14%,6%,
Cc1c(OCC(F)(F)F)ccnc1CS(=O)c1nc2ccccc2[nH]1 (stereo unspecified),5%,3,-3%,-5%,10%,i,0,12%,17%,Spn PMK inh pilot replicates=0.0;Spn MK inh pilot replicates=1.0;DPM-DC inhibit pilot screen %=2.5
CC(=O)c1c(C)[nH]c(C(=O)Nc2cc(C)ccc2C)c1C,0%,11,-1%,-2%,1%,i,6,4%,8%,
O=C(Nc1ccc2c(c1)OCO2)C1CCN(C(=O)CSc2ncnc3ccccc23)CC1,-7%,10,-18%,6%,6%,i,0,1%,1%,
CCOC(=O)C1CCCN(C(=O)c2cc3c(=O)n(C)c4ccccc4c3n2C)C1 (stereo unspecified),3%,4,8%,7%,1%,i,14,10%,15%,
CCOc1ccc(C(=O)N2CCN(Cc3ccccc3)CC2)cc1,4%,13,-8%,7%,8%,i,0,1%,3%,
O=C(N1CCOCC1)N1CCN(c2ccccc2F)CC1,8%,0,-2%,-4%,9%,i,12,5%,6%,
CSCCc1nc(SCC(=O)Nc2nnc(C)s2)[nH]c1C,-6%,13,3%,-2%,13%,i,8,35%,.,
CC(O)CN1C(=O)C(CC(=O)Nc2ccc(Cl)cc2)SC1=Nc1ccccc1 (stereo unspecified),4%,7,-16%,.,6%,i,0,0%,.,Spn PMK inh pilot replicates=4.5;Spn MK inh pilot replicates=0.0;DPM-DC inhibit pilot screen %=0.0
CC(C)CCn1cnc2c1c(=O)n(C)c(=O)n2C,.,8,.,3%,.,i,5,.,17%,
Cc1ccccc1-c1ccc(Nc2ccc(C(=O)N3CCOCC3)cc2)nn1,6%,11,0%,-2%,6%,i,0,-2%,1%,
CCCCC(=O)Nc1ccc2c3c(cccc13)C(=O)N2CC,2%,0,12%,.,6%,i,11,7%,.,
COc1ccc2nc(NC(=O)C3CCN(S(=O)(=O)c4cccc5nsnc45)CC3)sc2c1,6%,0,24%,1%,8%,i,10,12%,.,
Cc1cc(C)c2cc(CN(CCO)C(c3nnnn3Cc3ccc(F)cc3)C(C)C)c(=O)[nH]c2c1 (stereo unspecified),-4%,0,.,-13%,5%,i,0,.,3%,
CCn1nc(NC(=O)c2ccco2)c2cc3ccccc3nc21,-4%,0,16%,11%,8%,i,2,2%,6%,

# Random excerpt: three records from the list
SMILES,Bfl-1 inhibitors,Spn MK inh,HPDE-C7 cytotoxicity,HT1080 cytotoxicity,Alkaline phosphatase,DPM-DC inhibit,Spn PMK inh,KRASV12 cytotoxicity,LYP phosphatase,others
COc1ccc2nc(NC(=O)C3CCN(S(=O)(=O)c4cccc5nsnc45)CC3)sc2c1,6%,0,24%,1%,8%,i,10,12%,.,
Cc1cc(C)c2cc(CN(CCO)C(c3nnnn3Cc3ccc(F)cc3)C(C)C)c(=O)[nH]c2c1 (stereo unspecified),-4%,0,.,-13%,5%,i,0,.,3%,
CC(C)CCn1cnc2c1c(=O)n(C)c(=O)n2C,.,8,.,3%,.,i,5,.,17%,

# Continued.
SMILES,Bfl-1 inhibitors,Spn MK inh,HPDE-C7 cytotoxicity,HT1080 cytotoxicity,Alkaline phosphatase,DPM-DC inhibit,Spn PMK inh,KRASV12 cytotoxicity,LYP phosphatase,others
CS(=O)(=O)c1ccc(Cl)c(S(=O)(=O)NCc2ccccc2)c1,-2%,5,6%,0%,6%,i,9,5%,10%,
O=C(Nc1ccc(S(=O)(=O)N2CCN(Cc3ccccc3)CC2)cc1)c1cnccn1,-6%,6,4%,-8%,11%,i,4,-8%,11%,
O=C(NCCCN1CCCC1)c1ccc(CS(=O)(=O)c2ccc(Br)cc2)o1,7%,0,6%,-12%,1%,i,4,7%,4%,
O=C(C1CCCN(S(=O)(=O)c2cccc3nsnc23)C1)N1CCc2ccccc2C1 (stereo unspecified),-5%,7,6%,7%,2%,i,12,-3%,4%,
O=C(c1nc2nc(-c3ccccc3)cc(C(F)(F)F)n2n1)N1CCOCC1,3%,0,-17%,-3%,20%,i,20,-19%,.,
C=CCNc1nc(NCCN2CCOCC2)nc(OC)n1,-2%,3,-12%,-15%,7%,i,8,-6%,7%,
CCO/C=C1\C(=O)N(c2ccccc2)C(=O)c2ccccc21,0%,17,-11%,-6%,11%,.,0,1%,10%,
O=C(CC1CCCC1)OCn1nnc2ccccc2c1=O,2%,0,-7%,-1%,15%,i,17,-7%,11%,
COc1cccc(CNC(=O)C2CCN(S(=O)(=O)c3c(C)nn(C)c3C)CC2)c1,-3%,7,-14%,-2%,8%,i,0,3%,18%,
O=c1[nH]c(N2CCOCC2)nc2ncn(Cc3ccccc3)c12,3%,10,-5%,-3%,-5%,i,0,18%,-2%,
CSc1nnc(-c2nnc(SC)n2-c2ccccc2)n1-c1ccccc1,-3%,4,-5%,4%,9%,i,1,-8%,.,Spn PMK inh pilot replicates=2.5;Spn MK inh pilot replicates=0.0;DPM-DC inhibit pilot screen %=1.5
COC(=O)c1ccccc1NC(=O)CS(=O)(=O)Cc1nc(-c2ccc(C)cc2)oc1C,2%,9,-8%,2%,4%,i,1,2%,9%,
CC(C)(C)SCCNC(=O)c1ccc(NS(C)(=O)=O)cc1,-4%,14,-27%,-3%,3%,i,1,-14%,21%,
COc1ccc(CNC(=O)c2cc(-n3cnnc3)ccc2Cl)cc1,-1%,5,3%,2%,0%,i,13,-1%,13%,
O=C(NC1(C(F)(F)F)NC(=O)N(Cc2ccco2)C1=O)c1cccs1 (stereo unspecified),1%,12,-4%,-25%,5%,i,6,-18%,14%,
COc1ccc(-c2cc(C(F)(F)F)n3ncc(C(=O)NCc4ccco4)c3n2)cc1,-13%,6,-22%,-8%,14%,.,0,-33%,0%,
CC(=NCC1CCCO1)C1=C(O)CC(C)(C)CC1=O (stereo unspecified),4%,.,-13%,5%,15%,.,.,-17%,8%,
O=c1c2cc(Cl)ccc2nc2ccc(N3CCCC3)nn12,2%,2,-3%,6%,0%,i,18,-3%,13%,
N#CC1=C2SCN(Cc3ccccc3)CN2C(=O)CC1c1cccs1 (stereo unspecified),-13%,29,-17%,-3%,7%,i,11,0%,-3%,
COc1ccc(C(=O)C2CCN(C(=O)c3ccco3)CC2)cc1,-3%,5,-9%,-1%,9%,i,12,-6%,9%,
Cc1cc(NC(=O)CSc2nnc(C3CC3)n2C)no1,-1%,5,-10%,-2%,15%,i,8,-5%,1%,Spn PMK inh pilot replicates=0.5;Spn MK inh pilot replicates=3.0;DPM-DC inhibit pilot screen %=5.5
CS(=O)(=O)N1CCC(C(=O)NCC2CCCO2)CC1 (stereo unspecified),-2%,5,-4%,-5%,6%,i,4,0%,-15%,
CCc1cc(C(=O)Cc2cnn(-c3ccccc3)c2)c(O)cc1O,6%,0,15%,-4%,4%,i,0,7%,5%,
Cc1nc2cc(NC(=O)NCc3ccco3)ccc2o1,-3%,13,0%,-4%,7%,i,0,-3%,13%,
CCCn1c(SCC(N)=O)nnc1C(C)C,0%,11,-11%,0%,10%,i,10,-7%,1%,
COc1cc(C(=O)Nc2nccs2)ccc1OCc1c(C)noc1C,4%,3,0%,8%,6%,i,18,11%,0%,
COC(=O)CC1SCCNC1=O (stereo unspecified),-13%,8,-8%,4%,8%,i,5,2%,-9%,Spn PMK inh pilot replicates=2.5;Spn MK inh pilot replicates=3.0;DPM-DC inhibit pilot screen %=0.0
